Bioassay records deposited in PubChem by National Center for Advancing Translational Sciences (NCATS).
Rab9 prom act = activates the Rab9 promoter | 320,000 tested, 2.8% active | Potency, µM (highest dose often 9.22 µM), without a hit: at the highest dose activation, negative = inhibition, most hits filed as activators | Huh7 Rab9 promoter-luciferase reporter, luminescence, 24 h; also: potency is read from the fitted curve at half-maximal effect; % of control where 0% means no effect; nearly all actives have a fitted effect of over 60% in size
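Cell-based reporter: Huh7 stable for Rab9 promoter-driven luciferase, plated in reduced-serum medium with 10% FBS at 1500 cells/well, compound-treated 24 h at 37 °C, luminescence read after 10 min reagent.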
VP16 counter = inhibits Gal4-VP16 luciferase reporter, ROR gamma counter-screen. Drosophila S2 Gal4-VP16 UAS-luciferase, luminescence, 20 h. Potency, µM (series often up to 53.6 µM), for inactives: top-dose activity, negative = inhibition, hits mostly inhibitors. 310,000 tested, 3.5% active;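 also: Gal4-VP16 expression switched on by copper sulfate through the metallothionein promoter; potency is read from the fitted curve at half-maximal effect; % is scaled to controls: 0 for no effect and ±100 for the full control effect; nearly all actives have a fitted effect of over 50% in size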
KCNH2 3.1 block = KCNH2 3.1 (human) potassium channel inhibition | 340,000 tested, 0.95% active | U2OS KCNH2 3.1, thallium flux FluxOr; stronger effect = lower value | activity change, % (tested at about 1.8 µM);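 active = maximum activity change below -70%; inconclusive = maximum activity change from -70% to -50%; inactive = maximum activity change above -50%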;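 also: thallium influx rate constant from kinetic fluorescence after stimulation buffer; % is scaled to controls: 0 for no effect and ±100 for the full control effect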
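U2OS cells transduced with KCNH2 3.1 mutant virus (1.77 x 10^8 /mL, 4 h), plated overnight at 37 C, loaded 45 min with FluxOr dye plus Red40 quencher. Thallium flux rate constant from kinetic reads after stimulation buffer, normalised to controls.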
PKM2 activator = activators of human pyruvate kinase M2 | purified PKM2, Kinase-Glo ATP luminescence, activation; response scale: 0% is enzyme alone, no compound | Potency, µM (titrated, usually from 57.5 µM), for inactives: top-dose activation, usual class: activators | 260,000 tested, 0.34% active; also: potency is read from the fitted curve at half-maximal effect; % is scaled to controls: 0 for no effect and ±100 for the full control effect; nearly all actives have a fitted effect of over 55% in size
Target sequence (P14618 whole entry, looked up): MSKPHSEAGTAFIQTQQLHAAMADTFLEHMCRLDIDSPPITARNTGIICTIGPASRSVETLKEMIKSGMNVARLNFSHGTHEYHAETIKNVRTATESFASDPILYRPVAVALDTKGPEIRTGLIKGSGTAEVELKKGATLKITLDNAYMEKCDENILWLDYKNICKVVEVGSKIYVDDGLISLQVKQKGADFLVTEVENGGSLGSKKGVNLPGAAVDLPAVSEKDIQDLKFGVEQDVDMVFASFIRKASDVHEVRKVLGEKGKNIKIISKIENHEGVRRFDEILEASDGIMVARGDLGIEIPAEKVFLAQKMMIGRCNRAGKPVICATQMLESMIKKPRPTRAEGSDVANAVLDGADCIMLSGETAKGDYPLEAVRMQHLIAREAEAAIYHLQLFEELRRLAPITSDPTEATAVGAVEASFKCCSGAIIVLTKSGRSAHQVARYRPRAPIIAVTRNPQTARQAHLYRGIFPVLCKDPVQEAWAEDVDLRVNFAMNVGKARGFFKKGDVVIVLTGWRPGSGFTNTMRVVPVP
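hPK-M2, >95% pure; 0.1 mM ADP / 0.5 mM PEP final; imidazole pH7.2 buffer w/ 7 mM MgCl2, 50 mM KCl; 1 h RT; Kinase-Glo lum. Intermediate enzyme activity for dual inhibitor/activator qHTS.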
RORg inh = ROR gamma (mouse) transcription inhibition; 310,000 tested, 5.4% active; AID 2551; Potency, µM (titrated, usually from 53.6 µM), for inactives: top-dose activity change, negative = inhibition, most hits filed as inhibitors; Drosophila S2 Gal4-RORgamma UAS-luciferase reporter, 20 h; also: potency is read from the fitted curve at half-maximal effect; % is scaled to controls: 0 for no effect and ±100 for the full control effect; nearly all actives have a fitted effect of over 60% in size
Target sequence (P51450 whole entry, looked up, the tested form may be a part): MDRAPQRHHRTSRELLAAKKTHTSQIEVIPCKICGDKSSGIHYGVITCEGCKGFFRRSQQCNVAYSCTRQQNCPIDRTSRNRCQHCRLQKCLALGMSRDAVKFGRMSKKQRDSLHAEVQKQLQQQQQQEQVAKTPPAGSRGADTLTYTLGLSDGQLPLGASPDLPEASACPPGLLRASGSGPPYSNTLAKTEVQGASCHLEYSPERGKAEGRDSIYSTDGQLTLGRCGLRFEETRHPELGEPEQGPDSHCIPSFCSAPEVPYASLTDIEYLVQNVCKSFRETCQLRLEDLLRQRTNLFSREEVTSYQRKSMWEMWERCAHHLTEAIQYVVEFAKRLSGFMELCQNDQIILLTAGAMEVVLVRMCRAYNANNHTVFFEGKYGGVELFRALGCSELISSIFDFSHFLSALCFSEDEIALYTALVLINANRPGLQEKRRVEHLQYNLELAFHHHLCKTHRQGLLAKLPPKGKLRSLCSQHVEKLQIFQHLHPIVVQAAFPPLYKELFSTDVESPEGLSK
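ROR gamma transcriptional activity was tracked as Gal4-UAS luciferase output in stably transfected Drosophila Schneider cells, with compound added 1 hr before 700 uM copper sulfate induction and a 20 hr ambient-temperature incubation.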
NPC1 prom act = activators of NPC1 promoter; Huh7 NPC1 promoter luciferase reporter, 24 h; Potency, µM (series often up to 9.22 µM), for the others: at the top dose activation, usual class: activators; 320,000 tested, 2.4% active;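 also: potency is read from the fitted curve at half-maximal effect; % of control where 0% means no effect; nearly all actives have a fitted effect of over 60% in size; reporter is driven by a mutant NPC1 promoter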
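Huh7 cells stably carrying NPC1 promoter–luciferase, plated in Opti-MEM with 10% FBS for 2 h, were exposed to compound in DMSO for 24 h at 37 °C; luciferase reagent was added for 10 min and luminescence read.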
FLuc modulator = counter-screen for miR-21 project: firefly luciferase inhibitors or activators | 360,000 tested, 6.9% active | AID 588342 | P08659 | Potency, µM (series often up to 57.5 µM), for the others: at the highest dose activity change, negative = inhibition, usual class: inhibitors | purified FLuc, Km substrates, luminescence inhibition;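 also: potency is read from the fitted curve at half-maximal effect; plate controls were vehicle for no effect and reference inhibitor for full effect; nearly all actives have a fitted effect of over 55% in size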
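Purified P. pyralis luciferase (10nM final) with 10uM D-luciferin and 10uM ATP (Km levels) in 50mM Tris acetate pH 7.5, 10mM Mg acetate, 0.01% Tween-20, 0.05% BSA; qHTS 6-point titration, ~60 µM downward; luminescence read.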
Menin MLL FP TR = menin-MLL binding inhibition, Texas Red mutant peptide. O00255. Menin + Texas Red MLL mutant peptide, fluorescence polarization. Potency, µM (doses to about 61.6 µM), for the others: at the top dose FP activity change, negative = inhibition, most hits filed as inhibitors. 270,000 tested, 0.23% active. AID 1768; active = well fitted inhibition curve with a large enough effect in the polarisation, with a control signal flat, not every such curve was filed as active; inconclusive = small, poorly fitted or top-dose-only effect, or effect the other way, or a change in a side signal; inactive = no such curve, though single readings can be large or run the other way; the % refers to the polarisation; also: potency is read from the fitted curve at half-maximal effect; % of control where 0% means no effect; many of its hits are not listed in these tables
ELG1 repair inh = blocks ELG1-dependent DNA repair in HEK293T cells; HEK293T ELG1-luciferase reporter, luminescence, 16 h; DNA damage induced by 5-fluorouridine; AID 504467; 330,000 tested, 2.3% active; Potency, µM (series often up to 46.1 µM), without a hit: top-dose activity change, negative = inhibition, most hits filed as inhibitors; also: potency is read from the fitted curve at half-maximal effect; % is scaled to controls: 0 for no effect and ±100 for the full control effect; nearly all actives have a fitted effect of over 55% in size
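Overnight (16 hr) co-exposure of 2,000 cells/well to 5-fluorouridine and compound at 37 °C preceded detection. Luciferase was quantified via ONE-Glo luminescence; loss of signal denotes inhibition.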
MBNL1 CUG block = inhibitors of human MBNL1 binding to CUG repeat RNA | Q9NR56 | TR-FRET MBNL1-His/biotin-(CUG)12 binding, 665/545 ratio | Potency, µM (series often up to 57.5 µM), inactives show top-dose activity change, negative = inhibition, usual class: inhibitors | 280,000 tested, 0.036% active | AID 2675; active = well fitted inhibition curve with a large enough effect in the signal ratio, with a control signal flat, not every such curve was filed as active; inconclusive = small, poorly fitted or top-dose-only effect, or effect the other way, or a change in a side signal; inactive = no such curve, though single readings can be large or run the other way; the % refers to the signal ratio; also: potency is read from the fitted curve at half-maximal effect; % is scaled to controls: 0 for no effect and ±100 for the full control effect
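Compounds (final 92 nM to 58 uM) are added to His-tagged MBNL1 and biotin-(CUG)12, then terbium anti-His antibody and streptavidin-XL665 (5 nM final). After 60 min at room temperature, the 665/545 nm ratio is read.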
Mito fusion act = mitochondrial division inhibition or fusion activation. S. cerevisiae fusion-defective mutant growth rescue, CellTiterGlo 48 h. 320,000 tested, 0.23% active. Potency, µM (doses to about 46.1 µM), without a hit: top-dose growth rescue (activation), most hits filed as activators;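 also: potency is read from the fitted curve at half-maximal effect; % of control where 0% means no effect; nearly all actives have a fitted effect of over 45% in size; temperature-sensitive fusion mutants such as fzo1-1 at 37 °C on non-fermentable ethanol glycerol medium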
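Compounds are tested for their ability to restore growth of mitochondrial fusion-defective yeast strains at non-permissive 37C in YPEG medium over 48 hours. Viability is quantified by luciferase luminescence.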
Numbers without * were called inactive; & = joins results of further samples. Unless noted, calls follow the shape of the dose curve; as a rule, active = well fitted curve in the direction sought with a large enough effect; inconclusive = small, poorly fitted or top-dose-only effect, or another doubt; inactive = no such curve, though single readings can be large; an effect the other way counts as inactive or inconclusive. An excerpt; count on the stated rates, not on these rows.

What do the screens show for `Cc1cc(CN(C)C(=O)CCc2nnc(Cc3cccc(C(F)(F)F)c3)o2)on1`?
Rab9 prom act: 29.5%; VP16 counter: -8.1%; KCNH2 3.1 block: -6.5; PKM2 activator: 5.6%; RORg inh: 7.5%; NPC1 prom act: 14.7%; FLuc modulator: inconclusive; Menin MLL FP TR: 0.1%; ELG1 repair inh: inconclusive; MBNL1 CUG block: -5.0%; Mito fusion act: 1.4%

How did CCOC(=O)C1CCN(C(=O)c2ccccc2Oc2ccccc2)CC1 do in these assays?
Rab9 prom act: -3.4%; VP16 counter: -5.6%; KCNH2 3.1 block: -9.4; PKM2 activator: 1.0%; RORg inh: 18.5%; NPC1 prom act: -2.4%; FLuc modulator: 2.1%; Menin MLL FP TR: 0.0%; ELG1 repair inh: -7.3%; MBNL1 CUG block: -8.8%; Mito fusion act: 0.0%

How did CSc1cccc(NC(=O)NCc2cccc(CNC(=O)Nc3cccc(SC)c3)c2)c1 do in these assays?
Rab9 prom act: -12.6%; VP16 counter: -0.1%; KCNH2 3.1 block: -5.3; PKM2 activator: -1.3%; RORg inh: inconclusive; NPC1 prom act: -3.2%; FLuc modulator: -2.2%; ELG1 repair inh: 2.8%; MBNL1 CUG block: -6.7%; Mito fusion act: 16.2%

Results for Cc1cnc(C(=O)OCC(=O)c2ccc(Cl)cc2)cn1 ?
Rab9 prom act: -1.8%; VP16 counter: -6.0%; KCNH2 3.1 block: -5.2; PKM2 activator: 0.0%; RORg inh: -13.8%; NPC1 prom act: -5.7%; FLuc modulator: -15.1%; Menin MLL FP TR: -3.0%; ELG1 repair inh: -3.2%; MBNL1 CUG block: 3.1%; Mito fusion act: 0.3%

What do the screens show for `Cc1cccc(C)c1NC(=S)N(Cc1cccs1)C1CCCC1`?
Rab9 prom act: -2.0%; VP16 counter: inconclusive; KCNH2 3.1 block: inconclusive; PKM2 activator: -8.6%; RORg inh: inconclusive; NPC1 prom act: -0.8%; FLuc modulator: -6.3%; Menin MLL FP TR: 9.0%; ELG1 repair inh: 2.5%; MBNL1 CUG block: 5.3%; Mito fusion act: 19.1%

Results for COc1ccc(NC(=O)N2c3ccccc3CC2C)cc1OC (centres undefined) ?
Rab9 prom act: 16.7%; VP16 counter: 27.1%; KCNH2 3.1 block: -7.8; PKM2 activator: -7.8%; RORg inh: 31.8%; NPC1 prom act: 12.7%; FLuc modulator: inconclusive; Menin MLL FP TR: -15.0%; ELG1 repair inh: 22.7%; MBNL1 CUG block: -0.6%; Mito fusion act: -2.1%

How did O=C(OCc1cnc(Cl)s1)c1ccc(Cl)cc1 do in these assays?
Rab9 prom act: 3.3%; VP16 counter: -1.1%; KCNH2 3.1 block: -33.8; PKM2 activator: 0.2%; RORg inh: -21.9%; NPC1 prom act: -1.4%; FLuc modulator: -2.3%; Menin MLL FP TR: 3.0%; ELG1 repair inh: inconclusive; MBNL1 CUG block: -5.4%; Mito fusion act: -2.5%

What do the screens show for `Cc1nc(SCC(=O)Nc2c(C)n(C)n(-c3ccccc3)c2=O)c(C#N)c(C)c1C`?
Rab9 prom act: -8.4%; KCNH2 3.1 block: 3.2; NPC1 prom act: -1.0%; FLuc modulator: 4.9%; ELG1 repair inh: 2.1%; Mito fusion act: 0.2%

How did CN(CCc1nc2ccc(Cl)cc2[nH]1)Cc1nc(CC2CC2)no1 do in these assays?
Rab9 prom act: -8.6%; VP16 counter: -8.8%; KCNH2 3.1 block: -12.5; PKM2 activator: -2.5%; RORg inh: 0.0%; NPC1 prom act: -4.8%; FLuc modulator: -2.9%; Menin MLL FP TR: -9.6%; ELG1 repair inh: -6.8%; MBNL1 CUG block: -19.2%; Mito fusion act: 2.0%

How did CCOCCCNC(=O)C(NC(=O)Cc1c[nH]c2ccccc12)c1ccccc1 (centres undefined) do in these assays?
Rab9 prom act: 3.5%; VP16 counter: 10.1%; KCNH2 3.1 block: -21.3; RORg inh: 13.2%; NPC1 prom act: -0.9%; FLuc modulator: -2.2%; Menin MLL FP TR: -1.5%; ELG1 repair inh: 3.8%; MBNL1 CUG block: -7.2%; Mito fusion act: -0.1%

How did Nc1nc(SCC(=O)N2CCOCC2)[nH]c(=O)c1-c1ccccc1 do in these assays?
Rab9 prom act: -5.8%; VP16 counter: 6.3%; KCNH2 3.1 block: 13.1; RORg inh: -13.1%; NPC1 prom act: -1.7%; FLuc modulator: 5.1%; Menin MLL FP TR: 4.2%; ELG1 repair inh: -12.4%; MBNL1 CUG block: 2.4%; Mito fusion act: -3.2%

How did S=C(NCC1COc2ccccc2O1)Nc1ccc(Br)cc1 (centres undefined) do in these assays?
Rab9 prom act: -0.7%; VP16 counter: inconclusive; KCNH2 3.1 block: -2.9; PKM2 activator: -0.2%; RORg inh: inconclusive; NPC1 prom act: 0.8%; FLuc modulator: -2.9%; Menin MLL FP TR: inconclusive; ELG1 repair inh: -18.2%; Mito fusion act: -5.6%

Results for COc1cc(SC)ccc1C(=O)NNC(=O)c1cc(C)oc1C ?
Rab9 prom act: 1.26µM*; KCNH2 3.1 block: -12.3; NPC1 prom act: 3.16µM*; FLuc modulator: 1.9µM*; ELG1 repair inh: inconclusive; Mito fusion act: -11.6%

What do the screens show for `COc1cc(CCN2C(=O)N[C@@H](CCc3ccccc3)C(C(C)=O)=C2C)cc(OC)c1OC`?
Rab9 prom act: -1.1%; VP16 counter: 3.2%&-7.9%; KCNH2 3.1 block: -1.0; PKM2 activator: 7.7%; RORg inh: -14.3%&21.0%; NPC1 prom act: -2.8%; FLuc modulator: 1.8%; Menin MLL FP TR: -8.4%&-2.4%; ELG1 repair inh: -9.4%; MBNL1 CUG block: 11.9%; Mito fusion act: -0.2%

What do the screens show for `Cc1nnc(NC(=O)Nc2ccc(Cl)c(Cl)c2)s1`?
Rab9 prom act: -18.9%; VP16 counter: 1.2%; KCNH2 3.1 block: -18.3; PKM2 activator: -1.3%; RORg inh: inconclusive; NPC1 prom act: 1.7%; FLuc modulator: -16.4%; Menin MLL FP TR: 0.4%; ELG1 repair inh: inconclusive; MBNL1 CUG block: -1.6%; Mito fusion act: 3.5%

What do the screens show for `COc1cc(OC)c(S(=O)(=O)N2CCCCC2)cc1S(=O)(=O)N1CCCCC1`?
Rab9 prom act: 0.9%; VP16 counter: 4.6%; KCNH2 3.1 block: 3.6; PKM2 activator: -0.9%; RORg inh: -11.1%; NPC1 prom act: 11.7%; FLuc modulator: 3.2%; Menin MLL FP TR: -1.6%; ELG1 repair inh: 24.7%; MBNL1 CUG block: 5.0%; Mito fusion act: -5.6%

Results for Cc1ccc(OC(C)C(=O)N(C)Cc2ccccc2)c([N+](=O)[O-])n1 (centres undefined) ?
Rab9 prom act: -4.3%; VP16 counter: -2.7%; KCNH2 3.1 block: 5.8; PKM2 activator: 2.5%; RORg inh: 11.5%; NPC1 prom act: -1.6%; FLuc modulator: 1.2%; ELG1 repair inh: 4.7%; MBNL1 CUG block: -6.0%; Mito fusion act: -0.6%

How did COc1ccccc1N1CCN(C(=O)CSc2nc3ccccc3nc2N2CCC(C)CC2)CC1 do in these assays?
Rab9 prom act: -8.6%; VP16 counter: -4.2%; KCNH2 3.1 block: 2.5; PKM2 activator: 0.0%; RORg inh: -11.2%; NPC1 prom act: -7.5%; FLuc modulator: -2.0%; Menin MLL FP TR: inconclusive; ELG1 repair inh: 25.9µM*; MBNL1 CUG block: 16.4%; Mito fusion act: 11.8%

Results for COc1ccc(CN2CCN(Cc3ccc(C(F)(F)F)cc3)CC2)c(OC)c1 ?
Rab9 prom act: -15.3%; VP16 counter: -9.2%; KCNH2 3.1 block: -100.9*; RORg inh: 17.1%; NPC1 prom act: -0.2%; FLuc modulator: -0.6%; Menin MLL FP TR: inconclusive; ELG1 repair inh: -21.5%; MBNL1 CUG block: 2.1%; Mito fusion act: -31.7%

Results for COC(=O)Cn1nnc(N2CCOCC2)n1 ?
Rab9 prom act: -5.4%; VP16 counter: -10.4%; KCNH2 3.1 block: 3.3; PKM2 activator: -2.8%; RORg inh: -20.8%; NPC1 prom act: -4.0%; FLuc modulator: 1.9%; ELG1 repair inh: -1.5%; MBNL1 CUG block: -18.7%; Mito fusion act: -1.1%
